ELG1 repair inh = inhibitors of ELG1-dependent DNA repair in HEK293T cells | 2.3% of 330,000 active | AID 504467 | HEK293T ELG1-luciferase reporter, luminescence, 16 h; DNA damage induced by 5-fluorouridine | Potency, µM (titrated, usually from 46.1 µM), inactives show top-dose activity change, negative = inhibition, most hits filed as inhibitors; further: potency means the concentration at half of the fitted maximal effect; on the % scale 0 is the no-effect control and ±100 the full control effect; nearly all actives have a fitted effect of over 55% in size
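5-Fluorouridine DNA damage + compound/DMSO, 2,000 cells/well, 16 h, 37 °C/5% CO2. ONE-Glo, 30 min RT, luminescence. Readout = decrease in reporter signal.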
TCR activator = activates T cell receptor signaling | primary human leukocytes, anti-CD3, IL-2 HTRF, 48 h | Potency, µM (top dose mostly 9.22 µM), inactives show top-dose activation of IL-2 secretion, actives largely listed as activators | 330,000 tested, under 10 active | AID 504894; further: % of control where 0% means no effect
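Using a-CD3 beads without co-stimulation, primary human leukocytes were exposed to compounds for 48 hr. An HTRF IL-2 kit measured the cytokine, with europium-to-d2 energy transfer producing emission at 665nm upon 320nm excitation.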
Mito fusion act = inhibitors of mitochondrial division or activators of mitochondrial fusion | S. cerevisiae fusion-defective mutant growth rescue, CellTiterGlo 48 h | Potency, µM (doses to about 46.1 µM), without a hit: at the highest dose growth rescue (activation), most hits filed as activators | 0.23% of 320,000 active | AID 485298;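 further: potency means the concentration at half of the fitted maximal effect; % of control where 0% means no effect; nearly all actives have a fitted effect of over 45% in size; temperature-sensitive fusion mutants such as fzo1-1 at 37 °C on non-fermentable ethanol glycerol medium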
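Temperature-sensitive fusion-defective S. cerevisiae (e.g. fzo1-1, mgm1-5) were grown with compound in YPEG medium (3% ethanol, 3% glycerol) for 48 hours at 37C. Growth rescue was measured as viability by CellTiterGlo luminescence after 10 minutes at ambient.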
KCNH2 WT inh = KCNH2 (human, wildtype) channel inhibition. Q12809. activity change, % at 1.84 µM. U2OS, BacMam KCNH2, thallium flux FluxOr; active compounds read low. 0.37% of 340,000 active;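 active means maximum activity change below -70%; inconclusive means maximum activity change between -70% and -50%; inactive means maximum activity change above -50%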; further: on the % scale 0 is the no-effect control and ±100 the full control effect
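U2OS cells were transduced with wild-type KCNH2 virus (2.03 x 10^8 / mL) for 4 h at room temperature, then cultured overnight at 37 C. Thallium flux was read with FluxOr dye. Rate constants were normalized to DMSO controls.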
KCNH2 3.1 inh = KCNH2 3.1 (human) potassium channel inhibition. U2OS KCNH2 3.1, thallium flux FluxOr; active compounds read low. AID 720553. 0.95% of 340,000 active. activity change, % (tested at about 1.8 µM);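 active means maximum activity change below -70%; inconclusive means maximum activity change from -70% to -50%; inactive means maximum activity change above -50%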;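 further: thallium influx rate constant from kinetic fluorescence after stimulation buffer; on the % scale 0 is the no-effect control and ±100 the full control effect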
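Kinetic fluorescence (2 min after stimulation buffer) measures Tl+ influx through KCNH2 3.1 expressed by viral transduction in U2OS cells; the rate constant is normalized against DMSO controls serving as positive and negative references.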
TSHR antagonist = blocks TSH signaling through the human TSH receptor | P16473 | TSHR-expressing cells, TSH-stimulated cAMP HTRF, 2 h; active compounds read low | activity change, negative = inhibition, % at 11.5 µM | 0.2% of 330,000 active;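 active means activity change below a set negative limit, meaning inhibition stronger than a set level, cut at about -70% in these data; inconclusive means activity change between two set negative limits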; further: on the % scale 0 is the no-effect control and ±100 the full control effect
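Antagonism was scored as loss of TSH-driven cAMP in TSHR cells, stimulated with 4nM TSH (EC80) for 2 hours at 37 deg C and detected by homogeneous HTRF competition immunoassay.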
TRPV1 agonist = human TRPV1 agonism | AID 540275 | activation, % at 8.33 µM | TRPV1-expressing cells, Fluo-8 calcium influx, agonist mode | Q8NER1 | 0.19% of 320,000 active; in the data active means activation above about 80%; inconclusive means between about 30% and that limit; further: 0% is about no effect
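TRPV1-expressing cells were cultured overnight at 35.5C and loaded with Fluo-8 calcium dye for 40 to 90 min at room temperature. After a 10 s baseline, compound was added and calcium influx was read kinetically for 3 min (ex 480/em 520 nm).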
Eya2 inh = inhibitors of human Eya2 phosphatase activity | recombinant Eya2, OMFP fluorescence dephosphorylation (OMFP is methylfluorescein phosphate) | Potency, µM (titrated, usually from 76.9 µM), for inactives: at the highest dose activity, negative = inhibition, actives largely listed as inhibitors | 0.006% of 330,000 active | AID 488837; further: potency means the concentration at half of the fitted maximal effect; on the % scale 0 is the no-effect control and ±100 the full control effect
Target sequence (O00167 whole entry, looked up): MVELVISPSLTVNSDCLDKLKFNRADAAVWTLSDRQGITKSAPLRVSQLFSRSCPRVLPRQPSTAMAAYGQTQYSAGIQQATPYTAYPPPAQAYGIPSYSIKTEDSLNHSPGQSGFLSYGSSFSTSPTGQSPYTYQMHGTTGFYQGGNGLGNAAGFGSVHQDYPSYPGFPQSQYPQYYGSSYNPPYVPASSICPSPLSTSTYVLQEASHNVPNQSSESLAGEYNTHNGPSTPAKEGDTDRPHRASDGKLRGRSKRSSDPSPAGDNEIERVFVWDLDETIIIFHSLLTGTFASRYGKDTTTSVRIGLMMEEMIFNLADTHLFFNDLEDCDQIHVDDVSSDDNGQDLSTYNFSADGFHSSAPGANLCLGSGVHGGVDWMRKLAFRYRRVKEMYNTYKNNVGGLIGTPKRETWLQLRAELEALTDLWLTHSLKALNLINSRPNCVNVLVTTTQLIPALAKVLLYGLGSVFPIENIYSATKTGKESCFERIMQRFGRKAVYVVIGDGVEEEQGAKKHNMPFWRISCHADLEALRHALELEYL
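Eya2 protein (added as 0.2 uM solution) was preincubated with compound for 10 min at ambient temperature in 50 mM HEPES pH 7.5, 50 mM NaCl, 5 uM MgCl2, 0.05% BSA, 1 mM DTT. OMFP (added at 50 uM) then reacted 10 min; fluorescence read at 485/525 nm.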
A-T KAP1 phos = potential ataxia-telangiectasia treatments restoring KAP-1 phosphorylation; […] A-T fibroblasts, KAP-1 phosphorylation AlphaLISA; neocarzinostatin DNA damage 30 min before lysis; Potency, µM (titrated, usually from 57.5 µM), for the others: at the highest dose activation, most hits filed as activators; 0.19% of 320,000 active; further: potency means the concentration at half of the fitted maximal effect; % of control where 0% means no effect; nearly all actives have a fitted effect of over 45% in size
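hTERT-immortalized A-T patient fibroblasts ([…]), 500 cells/well in OPTI-MEM, 1% FBS, got compounds for 60 min, then NCS for 30 min at 37C. Lysates were then assayed for phospho-KAP-1 by AlphaLISA (anti-pKAP1 donor, anti-KAP1 acceptor beads), 6 hr at 25C.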
USP2a inh = blocks human ubiquitin-specific protease USP2a | USP2 core, Ub-CHOP2 coupled fluorogenic reporter, 485/531 | O75604 | AID 463254 | Potency, µM (highest dose often 38.3 µM), without a hit: top-dose activity change, negative = inhibition, most hits filed as inhibitors | 0.01% of 330,000 active;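 further: potency means the concentration at half of the fitted maximal effect; plate controls were DMSO wells for no effect and full inhibition by NEM control for full effect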
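Deubiquitinase activity read as fluorescence (485/531 nm) after Ub-CHOP2 cleavage activates the enterokinase reporter on its substrate; USP2 core 10nM, Ub-CHOP2 and substrate 25nM each, 30min compound preincubation then 60min RT; data normalized to NEM, curves fitted.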
* marks the source's active call; other numbers are inactive results; ? = inconclusive; . = no result given; [ ] = dose if it differs, or a comment. Unless noted, the call rests on the fitted dose curve; in most records, active means well fitted curve in the direction sought with a large enough effect; inconclusive means small, poorly fitted or top-dose-only effect, or another doubt; inactive means no such curve, though single readings can be large; an effect the other way counts as inactive or inconclusive.

SMILES | ELG1 repair inh | TCR activator | Mito fusion act | KCNH2 WT inh | KCNH2 3.1 inh | TSHR antagonist | TRPV1 agonist | Eya2 inh | A-T KAP1 phos | USP2a inh
O=C(COC(=O)C(O)C(O)C(=O)OCC(=O)c1ccc(C(F)(F)F)cc1)c1ccc(C(F)(F)F)cc1 (stereo not drawn) | 0% | 6% | -2% | 7 | -6 | 7 | 1 | -1% | -3% | 2%
COc1ccc(N2CCN(C(=O)CN(C)S(=O)(=O)c3cc(C)ccc3OC)CC2)cc1 | -13% | -3% | 2% | -2 | 8 | 5 | 0 | -16% | -1% | 0%
C/C(=C\c1cc2ccccc2o1)C1Nc2cccc3cccc(c23)N1 | 4% | 11% | -5% | . | . | 24 | 2 | 3% | -2% | 0%
CCOC(=O)N1CCC(n2c(=S)[nH]c3ccccc3c2=O)CC1 | -1% | 4% | 2% | 3 | -14 | 5 | 17 | -28% | -3% | 5%
COCCn1c(SCC(=O)Nc2ccccc2F)nnc1-c1ccoc1C | -3% | 3% | -2% | -9 | 3 | 1 | 2 | 4% | -18% | 1%
Cc1nc2ccccn2c1C(=O)N/N=C/c1ccccc1Cl | -10% | 3% | -12% | 11 | 0 | -2 | 2 | 5% | 14% | 3%
CCOC(=O)c1ccc(-c2c(-c3cc(OC)c(OC)c(OC)c3)noc2C)cc1F | ? | 8% | 1% | -5 | -12 | 36 | ? | 0% | ? | -5%
CCC1(C)Cc2c(sc3nc4n(c(=O)c23)CCS4)CO1 (stereo not drawn) | -5% | -1% | 2% | -10 | -12 | -12 | 0 | -10% | 10% | 0%
O=C1CN(C(=O)c2ccccc2F)C(c2ccccc2)c2cc(F)ccc2N1 (stereo not drawn) | 10% | 4% | 5% | -9 | 7 | -5 | 8 | -27% | 2% | 0%
CC1CC(C)CN(c2oc(-c3ccccc3F)nc2C#N)C1 (stereo not drawn) | ? | 11% | -3% | -7 | 3 | 8 | ? | 7% | -9% | 4%
CC(C)(C)NC(=O)c1cccc(NC(=O)Cc2cccs2)c1 | 19% | -8% | 9% | 3 | -8 | 3 | 16 | -2% | -3% | 5%
CC1Cc2ccccc2N1C(=O)c1ccc(N2CCCC2)c([N+](=O)[O-])c1 (stereo not drawn) | ? | 0%[46.1 µM] | 14% | -4 | . | -12 | -6 | -1% | 7% | -3%
CC(Sc1ncc(C(F)(F)F)cc1Cl)C(=O)NC(N)=O (stereo not drawn) | 6% | 0% | 3% | -3 | 2 | -2 | 21 | -11% | 0% | -1%
CCC(C)c1ccc(NC(=O)NCCN2CCCCC2)cc1 (stereo not drawn) | 0% | 0% | -4% | 9 | -94* | -4 | -6 | -15% | -2% | 0%
CC(C)CC(=O)N1CCN(C(=O)CCC2CCCC2)CC1 | 1% | 3% | 3% | -11 | 5 | 1 | -2 | 4% | 0% | 0%
O=C(Nc1cc(C(F)(F)F)ccc1Cl)c1cccc(N2C(=O)CCC2=O)c1 | 11% | 0% | -1% | -8 | 1 | -5 | -1 | 6% | 6% | 1%
CCN=c1sc(C(=O)Nc2ccccc2)c(C)n1CC | -14% | -18% | -3% | -7 | -7 | 10 | 3 | 10% | 0% | 9%
Cc1onc(-c2ccccc2)c1C(=O)OCC(=O)Nc1cc(S(=O)(=O)N2CCOCC2)ccc1Cl | ? | . | -7% | 14 | 1 | -2 | -3 | -1% | -1% | 1%
Cn1c(N)c(C(=O)COC(=O)c2ccc3c(c2)C(=O)N(c2ccc(Cl)cc2)C3=O)c(=O)n(C)c1=O | 6% | . | -5% | 17 | -2 | 12 | -1 | -1% | -6% | 3%
CCCn1c2ccc(F)cc2c2nnc(NN)nc21 | ? | -1% | -4% | 3 | -6 | 3 | 4 | -18% | -3% | -2%
CCOC(=O)c1sc(NC(=O)C(CC)OC(=O)c2ccco2)nc1C (stereo not drawn) | 0% | -2% | -2% | 1 | 30 | 4 | -4 | -16% | -2% | 3%
CCN1/C(=C2\C(=O)N(c3ccccc3)N=C2C)C=Cc2cc(C)ccc21 | 8% | 0%[46.1 µM] | 0% | 0 | -102* | 5 | 2 | -15% | -10% | 1%
CCn1c(=O)c(=O)[nH]c2cc(C(=O)NC3CC3)ccc21 | 18% | 2%[46.1 µM] | -3% | -2 | 6 | 4 | 0 | 0% | 1% | 1%
COc1ccc(CCNC(=O)c2ccccc2-c2ccccc2C(=O)O)cc1OC | -1% | -2% | 3% | -6 | 10 | 11 | 15 | -1% | -7% | -3%
COc1cc(C(=O)Nc2nnc(-c3sccc3C)s2)cc(OC)c1OC | ? | 9% | -2% | 0 | 2 | -6 | -1 | 10% | 2% | -1%
C#CCSc1nnc(-c2sc(-c3ccccc3)nc2C)n1C | 18% | 4% | -7% | 4 | 20 | -11 | 3 | -2% | 6% | 2%
COc1cc(CN2CCCC(N3CCN(c4ccccc4C)CC3)C2)cc(Cl)c1O (stereo not drawn) | -4% | 2% | -4% | 7 | -19 | -22 | 4 | -21% | 6% | 3%
O=c1[nH]c2ccc(S(=O)(=O)Nc3ccccc3O)cc2[nH]1 | 3% | 4% | 0% | 9 | 11 | 5 | 0 | 1% | 4% | 3%
CCn1c(CNC(=O)COc2ccc(C(C)C)cc2)nnc1SCC(=O)Nc1ccccc1C(C)C | ? | -3% | -2% | 14 | -3 | 7 | -2 | 12% | -2% | 2%
CCOc1ccc(NS(=O)(=O)c2ccc(NC(=O)c3ccccn3)cc2)cc1 | 5% | -3% | 10% | 3 | 14 | 1 | 11 | 13% | 1% | -6%
C=CCc1c(C)nc2c(OC)cccc2c1Cl | ? | 5% | 12% | -19 | -4 | -1 | 9 | -3% | 0%[11.5 µM] | 3%
COc1ccc(NC(=O)CSc2nc3ccccc3c(=O)n2CCNC(C)=O)cc1 | -4% | 13% | 0% | -12 | 9 | -2 | -5 | 5% | 0% | -1%
Cc1ccc(NC(=O)CCC(=O)NNC(=S)Nc2ccc(F)cc2)c(C)c1 | 13% | 6% | 3% | -4 | 6 | -8 | 0 | -5% | 1% | 0%
COc1ccc(NC(=O)COc2ccccc2Cc2ccccc2)cc1S(=O)(=O)N1CCOCC1 | ? | -6% | 17% | 2 | -4 | 2 | -1 | 1% | 8% | -4%
COc1ccccc1CNS(=O)(=O)c1ccc2c(c1)NC(=O)CS2 | ? | 5% | 5% | 4 | 3 | 10 | ? | -9% | 9% | 1%
Cc1ccc(NC(=O)CO/N=C(\N)c2nonc2N)cc1 | 16% | 0% | -10% | 6 | 16 | 15 | ? | 13% | 0% | 0%

The last three records of the section before come first, to join the parts.
SMILES | ELG1 repair inh | TCR activator | Mito fusion act | KCNH2 WT inh | KCNH2 3.1 inh | TSHR antagonist | TRPV1 agonist | Eya2 inh | A-T KAP1 phos | USP2a inh
COc1ccc(NC(=O)COc2ccccc2Cc2ccccc2)cc1S(=O)(=O)N1CCOCC1 | ? | -6% | 17% | 2 | -4 | 2 | -1 | 1% | 8% | -4%
COc1ccccc1CNS(=O)(=O)c1ccc2c(c1)NC(=O)CS2 | ? | 5% | 5% | 4 | 3 | 10 | ? | -9% | 9% | 1%
Cc1ccc(NC(=O)CO/N=C(\N)c2nonc2N)cc1 | 16% | 0% | -10% | 6 | 16 | 15 | ? | 13% | 0% | 0%
O=[N+]([O-])c1ccc(CP(=O)(c2ccccc2)c2ccccc2)cc1 | -6% | . | 1% | 1 | 7 | 8 | -1 | 7% | 7% | 1%
FC(F)(F)c1cc(C(F)(F)F)c2ccc(N3CCN(c4ncccn4)CC3)nc2n1 | -4% | . | -3% | 16 | -5 | -3 | 1 | -14% | -10% | 4%
COc1cccc(/C=N/Nc2nc3ccccc3[nH]2)c1O | 4.1µM* | 9% | -5% | -2 | -1 | -2 | 16 | -1% | -22% | 1%
C=CCn1c(SCC(=O)Nc2cccc(S(=O)(=O)N(C)c3ccccc3)c2)nnc1C1CC1 | -9% | -10% | -3% | 14 | 2 | -1 | -3 | 1% | 12% | 0%
CC1=C(C(=O)OC(C)C)C(c2c(O)ccc3ccccc23)NC(=O)N1 (stereo not drawn) | 2% | -24% | 2% | -16 | -1 | -6 | 2 | -14% | -2% | 3%
COc1cc(NC(=O)CN2CCC(C(N)=O)(N3CCCCC3)CC2)c(OC)cc1Cl | ? | 3% | 2% | 6 | -9 | -2 | 2 | 0% | -1% | 0%
CCC(CC)NC(=O)Cc1ccc(S(=O)(=O)N2CCOCC2)s1 | -3% | 1% | -1% | 0 | 9 | 15 | -2 | 13% | 1% | 2%
COc1ccc2c(-c3ccccc3)cc(SCC(=O)NC(N)=O)nc2c1 | 6% | 2% | -1% | . | 8 | 6 | 2 | -11% | 2% | 0%

Assay outcomes (PubChem)

This is a subset; count on the stated rates, not on these rows.
